ARNT-TACC3 inh = disrupts binding between human ARNT and TACC3. inhibition, % at 9.99 µM. Q9Y6A5. AlphaScreen His-ARNT PAS-B/GST-TACC3 binding, luminescence; TACC3 fragment carries E629A point mutation. 390,000 tested, 0.66% active;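 active means mean inhibition of replicates at least 50% and at least half of replicates each reaching 50%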;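 further: 0% = complete ARNT plus TACC3 wells and 100% = ARNT alone without TACC3; many hits fall short of the cut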
PAX8 inh HTS = PAX8 transcriptional activity inhibition; RMG-I TPO-luciferase reporter, SteadyGlo, 24 h; inhibition, % at 12.6 µM; 360,000 tested, 1.2% active; AID 652154;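 active means mean replicate inhibition at least 60% with every replicate also reaching 60%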;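 further: luciferase light reporting Pax8 driven TPO promoter activity; plate controls were median of neutral control wells for no effect and mitoxantrone controls for full effect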
An asterisk follows results filed as active. A portion of the library. The share of hits here may be higher or lower than overall.

SMILES	ARNT-TACC3 inh	PAX8 inh HTS
O=C(Cc1cccs1)N(Cc1ccco1)C1(C(=O)NC2CCCCC2)CCCCC1	0.2	23.0
O=S1(=O)CC(O)C(Nc2ccccc2Cl)C1 (stereo not drawn)	-6.7	-4.9
CC(=O)Nc1ccc(C2(O)COc3ccccc3O2)cc1 (stereo not drawn)	0.3	-46.5
CCCCN(C)C(=O)CCCCn1c(=O)[nH]c2cc(OCC)c(OCC)cc2c1=O	-3.2	-8.1
CCN(CC)N=Nc1[nH]nc2nc(C)cc(C)c12	-14.1	-21.2
O=C(COc1ccc2ccccc2c1CN1CCOCC1)N1CCc2ccccc21	5.5	32.1
Cc1cc(C(F)(F)F)nc(SCC(=O)Nc2cc(C)on2)n1	0.5	9.0
C=CCNC(=O)C12CC3CC(C1)CC(C(=O)NCC=C)(C3)C2	-0.2	13.4
O=C(Cn1c(=O)oc2ccccc21)Nc1ccc2c(c1)OCCO2	-3.8	-24.8
COc1ccccc1NC(=O)C1=C(C)Nc2nnnn2C1c1cc(Br)ccc1OC (stereo not drawn)	-8.0	10.2
CC1(C)SC(=S)N(/N=C/c2ccccc2)C1N(O)C(=O)Nc1ccc([N+](=O)[O-])cc1 (stereo not drawn)	4.4	-12.4
CCOCCCNS(=O)(=O)c1ccc(Br)cc1	7.8	-2.3
N#Cc1nc(Cc2ccccc2)oc1NCc1ccccc1	8.1	-22.4
CCc1c(C(=O)Nc2cc(C)cc(C)c2)[nH]c(C)c1C(C)=O	-4.0	-12.6
COc1ccc(OC)c(NC(=O)CSCC(=O)O)c1	-9.0	-16.6
O=C(CC1CC2CCC1C2)NCc1cccs1 (stereo not drawn)	-21.2	-7.4
O=C(NCCNC(=O)c1cc(OCC(F)(F)F)ccc1OCC(F)(F)F)Nc1ccc(OC(F)(F)F)cc1	-1.1	13.8
CC(Sc1nc2ccccc2o1)C(=O)O (stereo not drawn)	-0.7	-30.3
O=C(c1ccc(Cl)c(S(=O)(=O)N2CCCCCC2)c1)N1CCN(CCO)CC1	1.1	14.1
CCCCc1ccc(NS(=O)(=O)N(C)C)cc1	-3.0	-9.7
Cc1ccc(C)c(NC(=O)C2Cc3ccccc3CN2C(=O)OCc2ccccc2)c1 (stereo not drawn)	-3.9	10.7
COc1ccc(NCCNc2ccc(OC)cc2)cc1	3.9	0.8
CCN(CC)C(=O)CSc1nnc(-c2ccc(O)cc2)n1CC1CCCO1 (stereo not drawn)	-2.9	7.4
Cc1ccc(C(=O)NCCNC(=O)CN2CCCC2)cc1	1.4	-11.9
CCCCCC1NC(=O)NC1CCCCCC(=O)O (stereo not drawn)	-3.1	-9.2
CC(=C/c1ccco1)/C=N/N1CCN(c2ccccc2)CC1	3.3	-168.0
CC(C)(C)NC(=O)Cn1nnc(-c2ccccc2NC(=O)c2ccco2)n1	-1.3	9.0
Cn1c(=O)c2c(nc(CN3CCOCC3)n2CCCc2ccccc2)n(C)c1=O	-2.0	-5.6
O=C(Cn1c(=O)sc2ccccc21)OC(CCl)CCl	0.9	14.3
Cc1c(/C=N/n2cnnc2)c2ccccc2n1C	-3.0	18.6
Cc1ccc(-c2csc3ncnc(SCC(=O)Nc4nnc(C)s4)c23)cc1	-0.9	4.8
COc1ccc(N(CC(=O)N2c3ccccc3CC2C)S(=O)(=O)c2c(C)noc2C)cc1 (stereo not drawn)	-0.4	-12.4
CCOC(=O)Nc1ccc([N+](=O)[O-])cc1OC	-2.0	-1.4
CCC(=O)NCCNc1nc2cc(C)c(C)cc2cc1C#N	-6.4	-3.4
Cc1ccc(C2=CC(c3cccs3)n3nnnc3N2)cc1 (stereo not drawn)	7.1	-69.4
CCOC(=O)CN(C(=O)CSc1nnc(-c2ccncc2)n1CCCOC)c1ccccc1	2.4	11.3

Some of the entries above, set out differently.
mol,ARNT-TACC3 inh,PAX8 inh HTS
COc1ccc(N(CC(=O)N2c3ccccc3CC2C)S(=O)(=O)c2c(C)noc2C)cc1 (stereo not drawn),-0.4,-12.4
Cc1ccc(-c2csc3ncnc(SCC(=O)Nc4nnc(C)s4)c23)cc1,-0.9,4.8

(further entries)
SMILES	ARNT-TACC3 inh	PAX8 inh HTS
CS(=O)(=O)N(Cc1ccccc1)c1ccc(C(=O)Nc2ccc3c(c2)OCO3)cc1	26.8	11.8
N#Cc1c(C(F)(F)F)cc(-c2ccc(Cl)cc2)[nH]c1=O	-15.5	-33.9
Cc1cc(=O)n2[nH]c(-c3ccccc3)cc2n1	1.4	-76.2
Cc1ccc2c(CN3CCCc4ccccc43)cc(=O)oc2c1C	-0.6	19.8
COc1ccc2c(c1)Cc1sc(NC(=O)c3ccccc3)nc1-2	4.1	-143.2
CC(=O)NC(C)c1nc2ccccc2n1Cc1ccccc1F (stereo not drawn)	-10.5	10.0
COc1cc2c(=O)n(Cc3ccccc3)c(=O)n(CC(=O)NCC3CCCO3)c2cc1OC (stereo not drawn)	2.1	6.6
C=CCO/N=C(\C)c1c(O)c(C)c(-c2ccccc2)n(-c2ccccc2)c1=O	-5.4	21.0
COc1ccc(CCNC(=O)c2cc(-c3cc(C)c(C)cc3O)n[nH]2)cc1OC	-6.1	10.6
CC(C)(C)c1ccc(OCC(=O)NCc2ccco2)c(Br)c1	2.5	-8.5
Brc1ccccc1-c1nnc(-c2cccnc2)o1	0.7	-138.4
Cc1ccc(NC(=S)NC(NC(=O)c2ccco2)C(Cl)(Cl)Cl)cc1 (stereo not drawn)	9.5	19.7

Part of the list above, set out differently:
smiles | ARNT-TACC3 inh | PAX8 inh HTS
CCCCc1ccc(NS(=O)(=O)N(C)C)cc1 | -3.0 | -9.7
Cc1ccc(C)c(NC(=O)C2Cc3ccccc3CN2C(=O)OCc2ccccc2)c1 (stereo not drawn) | -3.9 | 10.7
COc1ccc(NCCNc2ccc(OC)cc2)cc1 | 3.9 | 0.8
CCN(CC)C(=O)CSc1nnc(-c2ccc(O)cc2)n1CC1CCCO1 (stereo not drawn) | -2.9 | 7.4
Cc1ccc(C(=O)NCCNC(=O)CN2CCCC2)cc1 | 1.4 | -11.9
CCCCCC1NC(=O)NC1CCCCCC(=O)O (stereo not drawn) | -3.1 | -9.2
CC(=C/c1ccco1)/C=N/N1CCN(c2ccccc2)CC1 | 3.3 | -168.0
CC(C)(C)NC(=O)Cn1nnc(-c2ccccc2NC(=O)c2ccco2)n1 | -1.3 | 9.0
Cn1c(=O)c2c(nc(CN3CCOCC3)n2CCCc2ccccc2)n(C)c1=O | -2.0 | -5.6
O=C(Cn1c(=O)sc2ccccc21)OC(CCl)CCl | 0.9 | 14.3
Cc1c(/C=N/n2cnnc2)c2ccccc2n1C | -3.0 | 18.6
Cc1ccc(-c2csc3ncnc(SCC(=O)Nc4nnc(C)s4)c23)cc1 | -0.9 | 4.8
COc1ccc(N(CC(=O)N2c3ccccc3CC2C)S(=O)(=O)c2c(C)noc2C)cc1 (stereo not drawn) | -0.4 | -12.4
CCOC(=O)Nc1ccc([N+](=O)[O-])cc1OC | -2.0 | -1.4
CCC(=O)NCCNc1nc2cc(C)c(C)cc2cc1C#N | -6.4 | -3.4
Cc1ccc(C2=CC(c3cccs3)n3nnnc3N2)cc1 (stereo not drawn) | 7.1 | -69.4
CCOC(=O)CN(C(=O)CSc1nnc(-c2ccncc2)n1CCCOC)c1ccccc1 | 2.4 | 11.3
CS(=O)(=O)N(Cc1ccccc1)c1ccc(C(=O)Nc2ccc3c(c2)OCO3)cc1 | 26.8 | 11.8
N#Cc1c(C(F)(F)F)cc(-c2ccc(Cl)cc2)[nH]c1=O | -15.5 | -33.9
Cc1cc(=O)n2[nH]c(-c3ccccc3)cc2n1 | 1.4 | -76.2
Cc1ccc2c(CN3CCCc4ccccc43)cc(=O)oc2c1C | -0.6 | 19.8
COc1ccc2c(c1)Cc1sc(NC(=O)c3ccccc3)nc1-2 | 4.1 | -143.2
CC(=O)NC(C)c1nc2ccccc2n1Cc1ccccc1F (stereo not drawn) | -10.5 | 10.0
COc1cc2c(=O)n(Cc3ccccc3)c(=O)n(CC(=O)NCC3CCCO3)c2cc1OC (stereo not drawn) | 2.1 | 6.6
C=CCO/N=C(\C)c1c(O)c(C)c(-c2ccccc2)n(-c2ccccc2)c1=O | -5.4 | 21.0
COc1ccc(CCNC(=O)c2cc(-c3cc(C)c(C)cc3O)n[nH]2)cc1OC | -6.1 | 10.6
CC(C)(C)c1ccc(OCC(=O)NCc2ccco2)c(Br)c1 | 2.5 | -8.5
Brc1ccccc1-c1nnc(-c2cccnc2)o1 | 0.7 | -138.4

(cont.)
SMILES	ARNT-TACC3 inh	PAX8 inh HTS
O=c1ccccn1Cc1c(F)cccc1Cl	-4.9	12.0
O=C(O)c1cccc(S(=O)(=O)NCc2cccs2)c1	-5.6	1.1
CCCn1c(SCC(=O)Nc2ccc(OCC)cc2)nnc1C(C)C	1.2	-1.8
N#Cc1ccc(COC(=O)CSc2nnc(C3CCCCC3)n2N)cc1	-1.2	9.0
COc1ccc(C(=O)Nc2ccc(-c3cn4ccsc4n3)cc2)cc1S(=O)(=O)N1CCOCC1	7.8	50.9
CCOC(=O)C1CCCN(C(=O)c2cc(Nc3ccc(OC)cc3OC)nc3ccccc23)C1 (stereo not drawn)	11.7	-17.7
COc1cc(/C=N/N=C2\CC3CCC2(C)C3(C)C)ccc1O (stereo not drawn)	-14.7	3.5
CN(C)S(=O)(=O)c1ccc(C(=O)Nc2ccc(S(=O)(=O)NC3=NCCCCC3)cc2)cc1	2.8	3.5
Cc1nnc(NC2CCCCC2)[nH]c1=O	-3.4	8.2
CCOc1ccc(C2CC(c3ccccc3)Nc3nc(N)nn32)cc1 (stereo not drawn)	-2.3	-5.1
CCN(C1CCCCC1)S(=O)(=O)c1cc(C)ccc1OC	-20.6	11.2
Cc1cccc(N(CC(=O)N2CCCC2)S(=O)(=O)c2ccccc2)c1	-6.4	-1.7
Oc1ccccc1NCC(O)Cn1ccc2ccccc21 (stereo not drawn)	12.6	-55.7
CN1CCN(C(=O)CCCOc2cc(=O)n(C)c3ccccc23)CC1	-2.6	-7.4
Cn1c(CNc2cccc(Cl)c2)nnc1SCC(=O)OC1CCCCC1	-7.0	-2.7
O=C(CCN1C(=O)c2ccccc2C1=O)Nc1ccc(S(=O)(=O)NC2=NCCCCC2)cc1	3.1	-12.9
O=C(Nc1ccccc1)c1cnc(-c2ccccc2)nc1-c1ccccc1	-4.9	27.3
Cc1cccc(N2CCN(CC(=O)Nc3nccs3)CC2)c1C	2.8	2.5
CCOc1ccc(CC(=O)C2C(=O)CC(C)(C)CC2=O)cc1OCC	-2.4	7.1
O=C(/C=C/c1ccccc1)N1CCN(c2ccccn2)CC1	-8.7	-26.8
CCc1ccc2[nH]cc(C(=O)N3CCCCCC3)c(=O)c2c1	-4.3	13.6
N/C(COc1ccccc1)=N\NC(=O)c1cccnc1Oc1ccccc1	-9.6	7.0
O=C(NCc1ccco1)c1csc(Nc2ccccc2Cl)n1	-3.4	5.2
O=C(Oc1ccc2c(c1)CCC2)N1CCOCC1	-1.0	-96.8
Cc1cnc(-c2nnc(N(C)C(=O)C3CCOC3)s2)cn1 (stereo not drawn)	-2.0	-57.1
O=C(Nc1ccc2c(c1)nc1n2CCOC1)c1ccco1	2.9	-92.1
O=C(CN1C(=O)C(=O)c2ccccc21)NC1CCCCC1	-7.9	3.5
CCC(C)(C)NC(=O)C(c1ccccc1F)N(C(=O)c1ccn[nH]1)c1ccccc1 (stereo not drawn)	-27.4	5.4
Cc1ccc(S(=O)(=O)Nc2ccccc2F)cc1C(=O)NCCCN1CCCC1=O	-7.5	2.9
Oc1ccc(-c2nnc(-c3ccc(O)cc3)nn2)cc1	-3.2	-163.9
COC(=O)C(C)n1nc(C)n(-c2ccc(C)cc2)c1=O (stereo not drawn)	-4.0	-2.7
OC(COCc1ccc(Cl)cc1)CN1CCN(CC(O)COCc2ccc(Cl)cc2)CC1 (stereo not drawn)	-1.3	40.6
Cc1ccc(C2(C(F)(F)F)N=C3Sc4cc(C)cc(C)c4N3C(=O)N2)cc1 (stereo not drawn)	5.9	-7.2
COc1ccc(N2C(=O)CCC(C(=O)Nc3ccccn3)C2c2ccc(OC)c(OC)c2)cc1 (stereo not drawn)	-8.7	2.9
Cc1cc(C)n2nc(-c3ccsc3-n3c(C)ccc3C)cc2n1	-8.3	16.3
Cc1ccc(-n2nnnc2SCc2ccccn2)cc1C	12.5	-130.3
CCOC(=O)c1c(CN2CCOCC2)oc2ccc(OC)cc12	-2.7	18.8
COc1ccc(-c2c(C)n([O-])c3c([n+]2=O)CCC3)cc1OC	-1.6	-9.3
COC(=O)c1cccc(-n2cnnn2)c1	0.9	-4.7
Cc1ccc2[nH]c(=O)c(CN(Cc3cccnc3)Cc3nnnn3CCN3CCOCC3)cc2c1	1.1	2.0
Cc1ccc(P(=O)(CC(=O)O)c2ccc(C)cc2)cc1	3.9	-7.1
COc1ccc(F)c(C2C(C#N)=C(N)Oc3n[nH]c(C(C)(C)C)c32)c1 (stereo not drawn)	-2.7	10.1
O=C(CSc1nnc(Cn2cnc3ccccc32)o1)Nc1cccc2ccccc12	1.3	16.8
COc1cccc(C(=O)NC2CC3CCCC(C2)N3CC(=O)Nc2ccccc2)c1 (stereo not drawn)	0.5	8.9
COc1ccc(CC(CC(=O)O)C(=O)Nc2ccccc2)cc1 (stereo not drawn)	-0.2	4.6
COc1ccc(-c2nc(-c3cccc(C)c3)[nH]c(=O)c2C#N)cc1	0.1	2.4
Cc1ccc(Nc2nc(N)nc(CSCCO)n2)cc1	-24.2	-162.3
Brc1nnc2n1-c1ccccc1Sc1ccccc1-2	-24.0	13.5
CN(C)CCN1CCc2ccccc21	31.2	9.7
C=C(C)CSc1nnc2n(N)c(=O)c3ccccc3n12	-0.3	-23.9
COc1ccc(OC)c(NC(=S)NN2CCN(C)CC2)c1	1.3	-16.9
Nc1nc(-c2cccnc2)nn1C(=O)COc1ccccc1	7.6	-2.4
CCOC(=O)N1CCN(C(=O)c2ccc(N(Cc3ccccc3)S(C)(=O)=O)cc2)CC1	0.3	1.2
CC(C)(C)NC(=O)CN(C(=O)CNS(=O)(=O)c1ccccc1)c1ccc2c(c1)OCCO2	-5.4	4.4
O=C1CN(Cc2ccccc2)C(=NCc2ccco2)S1	-1.1	19.1

Compound activity: PubChem, Broad Institute
